Screens: PubChem BioAssay, several laboratories
MCL1-BIM inh: inhibitors of MCL1 binding to BIM-BH3, primary screen, biochemical, fluorescence polarization; Induced myeloid leukemia cell differentiation protein Mcl-1 (Homo sapiens), Q07820; GST-MCL1 / FITC-Bim-BH3 fluorescence polarization; inhibition, % at 10.9 µM; actives 0.68% (n = 320,000); AID 2057, 2009;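 active = inhibition above the mean inhibition of all tested compounds plus 3 SD, set per campaign, cut at about 40% in these data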;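 also: 0% = DMSO wells and 100% = unlabeled Bim-BH3 peptide control; higher means more loss of mP so more displacement of Bim peptide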
Target sequence (Q07820 whole entry, looked up): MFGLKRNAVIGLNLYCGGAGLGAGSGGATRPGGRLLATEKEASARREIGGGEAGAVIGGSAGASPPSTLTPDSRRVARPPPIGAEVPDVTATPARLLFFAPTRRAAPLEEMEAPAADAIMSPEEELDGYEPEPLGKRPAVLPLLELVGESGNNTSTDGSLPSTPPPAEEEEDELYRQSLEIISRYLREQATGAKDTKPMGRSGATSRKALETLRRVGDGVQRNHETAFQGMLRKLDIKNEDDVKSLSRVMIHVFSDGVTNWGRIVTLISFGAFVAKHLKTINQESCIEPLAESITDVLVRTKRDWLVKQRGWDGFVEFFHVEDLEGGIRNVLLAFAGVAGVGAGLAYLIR
Yeast superoxide: reduction of superoxide in aged yeast, primary screen, HTS | S. cerevisiae aged cells, superoxide DHE fluorescence; stronger effect = lower value | superoxide response (% of plate mean), % at 10 µM | actives 0.18% (n = 330,000) | AID 2690, 2010;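 active = superoxide response under a set limit, about three screen SD below normal, cut at about 65% in these data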;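 also: yeast aged for seven days with compound at 30 °C before DHE staining; 100% = average MFI of all compound-treated wells on the plate with controls excluded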
EBNA-1 inh: EBNA-1 DNA-binding inhibitors, primary screen, biochemical, fluorescence polarization; actives 0.34% (n = 300,000); inhibition, % at 14.8 µM; in the data active = inhibition above about 28%
Fam108B counter: mouse Fam108B serine hydrolase inhibitors, primary screen, counter-screen for RBBP9 inhibitor project, biochemical, fluorescence polarization; recombinant Fam108B, FP-Rh probe fluorescence polarization; inhibition, % at 9.51 µM; actives 0.33% (n = 300,000);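 active = inhibition above the screen mean inhibition plus 3 SD, computed separately per campaign, cut at about 18% in these data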;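 also: inhibitors lower polarization as less probe binds the enzyme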
ZTA DNA inh: ZTA (EBV) inhibition in EBNA-1 counter-screen. ZTA-DNA binding, fluorescence polarization. inhibition, % at 11 µM. actives 0.15% (n = 320,000). AID 2234; in the data active = inhibition above about 33%
Target sequence (P03206 whole entry, looked up): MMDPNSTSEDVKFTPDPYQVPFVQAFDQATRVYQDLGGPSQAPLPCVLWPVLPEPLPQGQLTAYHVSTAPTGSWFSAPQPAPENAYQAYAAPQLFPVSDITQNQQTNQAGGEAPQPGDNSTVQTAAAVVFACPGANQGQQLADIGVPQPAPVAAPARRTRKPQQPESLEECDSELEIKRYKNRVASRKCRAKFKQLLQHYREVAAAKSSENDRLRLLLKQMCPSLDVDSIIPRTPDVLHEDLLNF
MEX-5 binding: MEX-5 zinc finger RNA-binding disruptors – biochemical, C. elegans, fluorescence polarization, MLPCN library, primary screen | MEX-5/FITC-TCR2 RNA binding; stronger effect = lower value | activity score (negative = inhibition of binding), % at 10 µM | actives 0.38% (n = 300,000) | AID 1832, 2009;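 active = inhibition past about -25% in most replicates, and total fluorescence under double the plate's negative control median, limit read from the data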;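 also: 0% = DMSO and -100% = 5 µM competing unlabeled TCR2 RNA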
BCLXL inh: inhibitors of human Bcl-xL, primary screen, biochemical, fluorescence polarization, HTS. inhibition, % at 10.9 µM. GST-Bcl-xL / FITC-Bim BH3 peptide fluorescence polarization. actives 0.7% (n = 320,000). Bcl-2-like protein 1 (Homo sapiens), Q07817;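 active = inhibition above the mean of all tested compounds plus 3 SD, cutoff set per campaign, cut at about 30% in these data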;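 also: 0% = DMSO wells and 100% = unlabeled Bim-BH3 peptide competitor; inhibitors lower millipolarization by displacing the labeled peptide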
GLD-1 RNA inh: GLD-1/TGE RNA complex disruptors, primary screen, biochemical, fluorescence polarization. purified GLD-1 + fluorescein TGE RNA. inhibition, % at 5.96 µM. actives 0.44% (n = 320,000). AID 2280, 2010;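 active = percent inhibition above a per-plate cutoff, the plate mean of test compounds plus 3 SD, cut at about 30% in these data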;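 also: 0% = DMSO wells with GLD-1 and probe and 100% = wells lacking GLD-1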
Target sequence (Q17339 whole entry, looked up): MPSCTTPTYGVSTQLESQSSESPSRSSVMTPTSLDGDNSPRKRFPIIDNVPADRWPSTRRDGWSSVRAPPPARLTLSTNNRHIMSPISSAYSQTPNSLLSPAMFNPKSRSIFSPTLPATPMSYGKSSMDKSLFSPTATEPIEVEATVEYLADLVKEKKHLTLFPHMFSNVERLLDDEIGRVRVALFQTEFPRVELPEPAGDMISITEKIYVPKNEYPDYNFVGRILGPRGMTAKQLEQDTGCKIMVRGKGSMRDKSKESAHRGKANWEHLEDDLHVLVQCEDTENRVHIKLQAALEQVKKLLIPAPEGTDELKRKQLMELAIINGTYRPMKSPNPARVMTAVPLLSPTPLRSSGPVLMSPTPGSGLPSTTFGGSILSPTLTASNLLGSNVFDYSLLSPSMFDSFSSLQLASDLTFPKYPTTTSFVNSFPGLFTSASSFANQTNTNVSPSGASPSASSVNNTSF
Efflux pump mplx: inhibitors of Candida efflux pumps in yeast, primary screen, S. cerevisiae, Nile Red, multiplex; S. cerevisiae Candida pump triplex; inhibition, % at 10 µM; actives 0.44% (n = 330,000); AID 485275, 2010;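 active = plate passing quality check with inhibition over a set limit, or well fluorescence over plate mean plus 4 SD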;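 also: Nile Red retained in pooled yeast measured as flow cytometry median fluorescence; 0% = buffer negative control and 100% = Enniatin B positive control; higher means more Nile Red kept so more efflux inhibition; some compounds called inactive have numbers as strong as hits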
Starred values were filed as active, the others as inactive; x = no result given.

SMILES,MCL1-BIM inh,Yeast superoxide,EBNA-1 inh,Fam108B counter,ZTA DNA inh,MEX-5 binding,BCLXL inh,GLD-1 RNA inh,Efflux pump mplx
COc1ccc(Nc2ccc3c(c2)=NC2(CCCCC2)[N+]=3[O-])cc1,18.8,113.3,-1.0,0.8,-5.2,-0.4,11.2,3.1,0.0
CCCC1(C(=O)OCC)NC(c2cc(OC)c(OC)c(OC)c2)C2C(=O)N(CC)C(=O)C21 (centres undefined),2.8,97.6,4.5,-1.0,-13.2,0.8,7.4,-0.1,-0.1
COc1ccc(OCC(=O)NCCS(=O)(=O)N2CCN(c3ccc(F)cc3)CC2)cc1,2.8,109.0,6.6,5.2,-0.2,-0.6,7.4,3.3,0.0
O=C(c1cccc(N2C(=O)c3ccccc3C2=O)c1)N1CCCCCC1,0.5,103.4,10.3,1.8,-7.2,0.3,-0.6,0.4,0.1
CC(C)(C)C(=O)Nc1ccc(-c2cn3ccsc3n2)cc1,-6.1,95.0,10.1,-1.4,-12.8,0.3,1.2,-3.7,-0.3
CCc1ccc2[nH]c(C(=O)Nc3ccc4c(c3)OCO4)cc2c1,4.6,95.3,10.4,5.2,1.2,3.1,5.6,5.2,0.0
CCN(CCN(C)C)C(=O)C1CCN(S(=O)(=O)c2c(C)noc2/C=C/c2ccccc2F)CC1,-4.1,80.8,0.8,4.9,-5.2,2.1,2.8,1.5,0.0
COc1ccc(CCC(C)NCc2ccc(F)cc2)cc1 (centres undefined),-5.2,90.0,-8.8,-4.1,-0.4,-2.8,-4.9,7.7,0.0
O=c1[nH]c(/C=C/c2ccc(Br)cc2)nc2ccccc12,-7.2,89.3,5.0,-2.5,4.0,2.2,0.3,6.7,0.0
CC(C(=O)Nc1ccccc1Br)c1ccc([N+](=O)[O-])cc1 (centres undefined),9.3,97.0,-4.6,3.7,-15.8,2.5,-3.7,-1.3,-0.1
CCN(CC)S(=O)(=O)c1ccc(N/N=C/c2ccc(O)cc2)nc1,2.2,96.3,-10.2,-1.7,-3.8,0.5,5.8,-1.5,-0.1
COc1ccc(S(=O)(=O)N2CCCCC2)cc1NC(=O)c1ccc2c(c1)OCO2,-0.2,111.3,2.4,-2.6,-9.1,1.9,-2.0,8.4,0.0
O=c1[nH]c(=O)n(Cc2ccco2)c2c1C(C(F)(F)F)(C(F)(F)F)N=C(C1CCCCC1)N2,-3.2,91.5,-4.1,-0.2,-3.7,0.9,-2.2,0.9,-0.2
O=C(CCNC(=O)c1ccc(Br)cc1)NCCCN1CCCC1=O,3.9,95.3,x,x,12.6,x,4.5,4.5,0.0
CCCn1c(SCc2cc(=O)[nH]c3ccccc23)nc2c1c(=O)n(C)c(=O)n2C,-0.8,77.3,-3.1,-0.6,-6.3,0.2,1.5,2.2,0.0
O=C(Nc1ccc2c(c1)OCO2)N1CCN(c2ccccc2)CC1,7.5,90.9,13.8,3.9,-13.1,-1.3,4.9,1.2,0.3
CCCS(=O)(=O)N1CCN(CC2CC=CCC2)CC1 (centres undefined),-4.0,88.3,7.7,8.7,0.7,-0.3,0.3,-10.7,-0.1
O=C(Nc1ccon1)c1cccc(S(=O)(=O)N2CCCCCC2)c1,5.8,101.1,-0.8,1.3,4.3,1.1,4.2,2.2,-0.2
CN(CC(=O)Nc1ccccn1)S(=O)(=O)c1ccc(Cl)cc1,9.3,97.1,1.7,2.5,-26.1,2.8,9.4,-3.1,-0.2
Cc1ccc(S(=O)(=O)N2CCC(C(=O)N3CCC[C@H]3C(=O)NC3CCS(=O)(=O)C3)CC2)cc1 (some centres undefined),1.3,105.1,-2.6,1.8,-5.8,-3.7,5.3,6.4,0.1
CCOC(=O)c1cnc2cc3c(cn2c1=O)CCCC3,7.2,94.3,11.3,2.0,-4.7,0.2,13.0,10.8,0.0
COc1ccc(CCNC(=O)CCNC(=O)N2CC(=O)Nc3ccccc32)cc1,-4.5,103.5,-1.9,-7.5,-7.7,0.2,0.9,2.4,0.1
Cc1ccsc1/C=N/NC(=O)c1ccccn1,-1.6,116.2,-10.2,-0.7,-12.2,0.2,1.1,-1.2,0.1
CN(C)c1c([N+](=O)[O-])cc2[nH]c(=O)[nH]c2c1[N+](=O)[O-],3.2,98.3,-11.6,2.9,-6.9,-5.9,6.1,-2.7,0.1
Cc1cc(Br)c(OCc2ccc(C(=O)N/N=C3\CC(=O)CC(C)(C)C3)cc2)c(Br)c1,5.0,93.4,2.1,-1.2,15.7,2.9,1.5,-4.4,0.0
CCc1cccc(CC)c1NC(=S)NCc1nc2ccccc2[nH]1,1.0,103.6,3.5,-0.3,-32.7,-1.2,2.4,-2.1,0.1
CCn1c(C)[n+](Cc2ccccc2)c2ccc(C(=O)OC)cc21,-11.7,102.1,0.8,4.1,-11.1,0.8,-12.1,2.4,-0.1
O=C(N/N=C\c1cc2c(cc1Cl)OCO2)c1cccnc1,1.9,91.4,-1.0,0.3,-2.8,-0.5,3.9,-5.0,-0.2
O=C(NCSC1=NCCS1)c1ccccc1,12.4,96.2,6.5,2.0,-8.2,-1.5,3.9,-0.7,-0.1
CCCCSC1(SCCCC)N=C(N)C2(C#N)C(c3ccccc3)NC(C)=C(C)C12C#N (centres undefined),2.9,92.3,-9.5,-3.0,1.0,0.1,4.5,4.9,0.2
CC1CN(C(=O)CCC(=O)NCCCN2CCC(Cc3ccccc3)CC2)c2cc(Cl)ccc2O1 (centres undefined),2.0,96.3,-8.1,2.2,1.9,1.2,0.6,5.8,0.1
COc1cc(/C=N/N2CCN(c3ccccc3OC)CC2)ccc1O,-1.0,127.2,4.0,1.1,16.0,0.5,-5.2,-1.3,-0.1
Cc1nc(N)c(C#N)c(-c2ccccc2)c1C,-1.6,94.3,-10.1,-2.0,6.8,0.9,6.7,3.1,-0.1
Cc1nc(-n2nnc3ccccc32)c2c3c(sc2n1)CCCC3,3.7,133.3,-0.6,-0.7,2.4,-0.2,0.1,2.4,-0.1
CCCCCCn1nc(C(=O)OCC(=O)c2c(N)n(C)c(=O)n(C)c2=O)c2ccccc2c1=O,3.6,101.0,-0.7,-34.3,-13.8,-0.9,8.5,11.4,-0.1
Cc1sc(NC(=O)c2ccco2)c(C(c2ccccc2)N2CCC(C)CC2)c1C (centres undefined),4.7,107.2,-5.4,-4.5,-0.7,0.8,8.0,8.5,-0.1
O=C(NCc1ccccc1CN1CCCCC1)c1ccccc1N1CCCC1=O,-21.5,102.9,x,x,0.0,x,-9.0,4.0,0.0
CC(C)Cc1nnc(NC(=O)CCC(=O)Nc2ccc3cn[nH]c3c2)s1,6.9,119.0,13.2,-2.2,-21.3,1.7,4.2,0.6,0.1
CN1CCCN(C2C3CC4CC(C3)CC2C4)CC1 (centres undefined),5.5,92.7,8.7,-1.9,6.9,0.1,-0.5,1.6,-0.1
O=C(NCCCN1CCN(c2cccc(Cl)c2)CC1)c1ccc(N2CCCC2=O)cc1,4.6,96.6,-8.2,-3.0,-2.7,0.7,2.1,4.6,-0.2
O=C(Nc1cccc(F)c1)c1ccc2c(c1)OCCO2,3.5,91.7,-4.0,6.4,6.1,-1.2,3.0,11.5,0.1
Cc1ccc(/C=C/S(=O)(=O)NCC(=O)OCC(=O)NCc2ccccc2)cc1,3.4,97.4,1.2,0.0,4.7,1.1,4.5,-0.3,-0.1
Cn1c(CNC(=O)CNC(=O)c2cccc(Cl)c2)cc(=O)n(C)c1=O,0.9,91.1,-16.0,-1.2,4.5,-1.0,-0.1,2.0,0.1
COCCn1c(C)cc(/C=C2/SC(=O)N(C(C)C(=O)OC)C2=O)c1C (centres undefined),2.2,104.3,2.3,3.1,-12.2,-1.8,4.1,-0.6,-0.1
CN(C)c1ccc(-c2nc3ccccc3c(=O)[nH]2)cc1,-16.5,103.3,-13.6,-5.5,-21.1,-2.5,-33.8,9.3,0.0
COc1ccc(C)cc1N/C(N)=N/c1nc(C)cc(C)n1,0.3,85.7,-2.5,2.7,-2.4,2.2,2.0,-4.4,-0.1
Cc1cc(C)n(-c2ccc(C(=O)OCC(=O)c3ccc(Br)s3)cc2)n1,-8.3,93.5,4.3,-5.4,7.9,-1.0,-3.5,-9.2,0.1
Cc1ccc(/C=N/NC(=O)CCCOc2ccc(Cl)cc2Cl)cc1,7.1,100.9,10.0,0.1,-2.2,0.0,-1.1,2.3,-0.1
COCC1CCN(C(=O)c2cc(COc3ccc(OC)c4ccccc34)on2)C1 (centres undefined),5.8,87.8,-10.3,3.9,-7.8,-2.4,2.4,1.7,7.2*
CCN1CCN(C(=O)C2CCC(CNS(=O)(=O)c3ccc(NC(C)=O)cc3)CC2)CC1 (centres undefined),0.1,94.6,15.7,0.2,13.1,-1.5,2.5,-4.0,-0.1

(continued)
SMILES,MCL1-BIM inh,Yeast superoxide,EBNA-1 inh,Fam108B counter,ZTA DNA inh,MEX-5 binding,BCLXL inh,GLD-1 RNA inh,Efflux pump mplx
N#Cc1nc(Cc2cccc3ccccc23)oc1NCc1ccco1,2.4,76.8,12.1,0.8,0.4,0.8,2.9,7.0,-0.2
COc1ccc(C2=NOC3(CC(=O)N(c4ccc(F)cc4)C3=O)C2)cc1 (centres undefined),11.6,101.6,3.7,-0.9,22.5,-2.9,13.9,6.2,0.1
CCOc1ccccc1C(=O)N[C@H](C(=O)OCc1cc(=O)oc2cc(C)ccc12)C(C)C,-4.0,103.7,2.2,-5.4,-3.9,-1.9,1.4,1.7,-0.1
CC(=O)N1CCc2cc(S(=O)(=O)N3CC(C)CC(C)C3)ccc21 (centres undefined),-1.2,96.0,-3.2,1.9,7.9,x,-0.6,5.0,-0.1
Cc1nc(N2CCC(C)CC2)c2nnn(Cc3ccccc3)c2n1,0.0,90.4,3.3,2.1,-4.4,-0.1,-2.9,1.2,0.1
COc1ccc(O)c(C(=O)CC(=O)c2ccccc2)c1,3.0,101.2,-0.7,1.4,1.2,-5.5,3.7,-3.0,0.4
Cc1ccc(CNC(=O)c2nn(C)c3c2CS(=O)(=O)c2ccccc2-3)cc1,-2.5,84.8,-5.2,-4.2,4.0,1.3,2.8,6.3,-0.1
O=C(CCn1c(=S)[nH]c2ccccc2c1=O)Nc1cccc(Cl)c1,7.2,123.5,27.7*,-1.1,7.3,1.7,9.0,-7.9,0.0
CN(C)CC(=O)Nc1cc(C(F)(F)F)ccc1Cl,8.7,95.9,-10.6,0.0,-2.0,1.6,8.4,-7.5,-0.1
CCOc1ccccc1/C=N/NC(=O)CNC(=O)COc1ccccc1,2.4,98.3,9.8,-3.1,3.8,1.9,1.9,-1.4,-0.1
CSC[C@H](NC(=O)COc1cc2c(c3oc(=O)c(C)c(C)c13)CCC(C)(C)O2)C(=O)O,-6.5,91.5,-9.0,-1.0,0.8,-1.3,2.3,1.9,0.1

Outcome played no part in choosing rows; about 2.3% have a hit in one of these screens.
